Compound activity (PubChem BioAssay)
MBNL1-CUG inh = MBNL1-poly(CUG) RNA binding inhibition. Q9NR56. TR-FRET MBNL1-His/biotin-(CUG)12 binding, 665/545 ratio. Potency, µM (titrated, usually from 57.5 µM), without a hit: at the top dose activity change, negative = inhibition, hits mostly inhibitors. hit rate 0.036% among 280,000; active means well fitted inhibition curve with a large enough effect in the signal ratio, with a control signal flat, not every such curve was filed as active; inconclusive means small, poorly fitted or top-dose-only effect, or effect the other way, or a change in a side signal; inactive means no such curve, though single readings can be large or run the other way; the % refers to the signal ratio; further: potency means the concentration at half of the fitted maximal effect; on the % scale 0 is the no-effect control and ±100 the full control effect
Target sequence (Q9NR56 whole entry, looked up): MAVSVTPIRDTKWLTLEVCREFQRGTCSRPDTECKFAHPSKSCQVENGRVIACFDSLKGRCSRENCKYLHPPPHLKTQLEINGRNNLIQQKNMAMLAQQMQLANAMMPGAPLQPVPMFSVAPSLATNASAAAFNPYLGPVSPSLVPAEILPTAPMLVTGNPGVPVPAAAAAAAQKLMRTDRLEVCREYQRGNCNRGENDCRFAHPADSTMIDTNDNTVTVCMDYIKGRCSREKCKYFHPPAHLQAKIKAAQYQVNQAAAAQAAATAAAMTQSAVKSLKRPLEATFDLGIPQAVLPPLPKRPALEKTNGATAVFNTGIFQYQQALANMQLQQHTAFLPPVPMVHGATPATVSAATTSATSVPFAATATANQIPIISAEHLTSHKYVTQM
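His-tagged MBNL1 binding to biotinylated (CUG)12 RNA was measured by TR-FRET using terbium anti-His antibody (0.055 ng/ul final) and streptavidin-XL665 (5 nM final). Compounds were titrated 92 nM to 58 uM; 60 min at room temperature.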
ASM inhibitor = blocks human secretory acid sphingomyelinase. placental ASM, HMU-PC fluorogenic substrate, 60 min. Potency, µM (highest dose often 57.5 µM), without a hit: top-dose activity change, negative = inhibition, actives largely listed as inhibitors. hit rate 0.006% among 340,000. AID 504937; further: potency means the concentration at half of the fitted maximal effect
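Human placenta-derived ASM preincubated with compound 10 min at room temperature, then reacted with 9 uM (final) fluorogenic HMU-PC substrate for 60 min at 37 C. Stop solution raises pH to 10; fluorescence read at Ex 386/Em 447 nm.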
TRPV1 ag = agonists of human vanilloid receptor 1 (TRPV1); hit rate 0.19% among 320,000; AID 540275; activation, % at 8.33 µM; Q8NER1; TRPV1-expressing cells, Fluo-8 calcium influx, agonist mode; in the data active means activation above about 80%; inconclusive means between about 30% and that limit; further: 0% is about no effect
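TRPV1-expressing cells were cultured overnight at 35.5C and loaded with Fluo-8 calcium dye for 40 to 90 min at room temperature. After a 10 s baseline, compound was added and calcium influx was read kinetically for 3 min (ex 480/em 520 nm).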
KCNH2 3.1 block = KCNH2 3.1 (human) potassium channel inhibition. U2OS KCNH2 3.1, thallium flux FluxOr; stronger effect = lower value. activity change, % (tested at about 1.8 µM). hit rate 0.95% among 340,000. AID 720553;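 active means maximum activity change below -70%; inconclusive means maximum activity change from -70% to -50%; inactive means maximum activity change above -50%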;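 further: thallium influx rate constant from kinetic fluorescence after stimulation buffer; on the % scale 0 is the no-effect control and ±100 the full control effect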
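Thallium flux via FluxOr fluorescence (Red40 quencher, 45 min loading) in U2OS cells virally expressing the KCNH2 3.1 isoform (1.77 x 10^8 /mL virus, overnight at 37 C). Rate constants from 2-min kinetic reads post-stimulation, normalised to positive and negative controls.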
KCNH2 WT inh = KCNH2 (human, wildtype) channel inhibition; Q12809; U2OS, BacMam KCNH2, thallium flux FluxOr; stronger effect = lower value; activity change, % at 1.84 µM; hit rate 0.37% among 340,000; AID 720551;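 active means maximum activity change below -70%; inconclusive means maximum activity change between -70% and -50%; inactive means maximum activity change above -50%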; further: on the % scale 0 is the no-effect control and ±100 the full control effect
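U2OS cells transduced with wild-type KCNH2 virus are loaded with FluxOr dye for 45 min, and thallium flux is measured in kinetic reads before and after stimulation buffer. Rate constants are normalized to DMSO controls.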
GALK inh = inhibitors of human galactokinase | Potency, µM (top dose mostly 57.5 µM), inactives show at the top dose activity change, negative = inhibition, hits mostly inhibitors | P51570 | hit rate 0.007% among 270,000 | Purified GALK, Kinase-Glo residual ATP luminescence; further: potency means the concentration at half of the fitted maximal effect; on the % scale 0 is the no-effect control and ±100 the full control effect
Target sequence (P51570 whole entry, looked up): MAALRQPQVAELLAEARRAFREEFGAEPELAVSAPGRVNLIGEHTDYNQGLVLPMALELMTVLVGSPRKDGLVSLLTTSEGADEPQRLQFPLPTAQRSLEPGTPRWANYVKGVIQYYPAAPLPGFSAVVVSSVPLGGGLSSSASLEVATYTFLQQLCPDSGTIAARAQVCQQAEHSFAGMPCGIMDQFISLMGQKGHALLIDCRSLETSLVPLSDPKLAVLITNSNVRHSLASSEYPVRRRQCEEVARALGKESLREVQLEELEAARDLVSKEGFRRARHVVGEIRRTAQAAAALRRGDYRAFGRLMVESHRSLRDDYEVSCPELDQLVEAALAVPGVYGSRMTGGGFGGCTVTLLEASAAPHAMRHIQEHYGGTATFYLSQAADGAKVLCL
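Quantitative HTS: GALK 5 nM, ATP 35 uM, galactose 100 uM, 1 h room temperature, then luciferase-based ATP detection.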
CXXC DNA block = MLL CXXC-DNA interaction inhibition; Q03164; MLL-CXXC / FITC-HOXA9 DNA fluorescence polarization; Potency, µM (doses to about 115 µM), for inactives: top-dose activity change, negative = inhibition, actives largely listed as inhibitors; hit rate 0.037% among 290,000; active means well fitted inhibition curve with a large enough effect in the polarisation, with a control signal flat, not every such curve was filed as active; inconclusive means small, poorly fitted or top-dose-only effect, or effect the other way, or a change in a side signal; inactive means no such curve, though single readings can be large or run the other way; the % refers to the polarisation; further: potency means the concentration at half of the fitted maximal effect
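Steps: dispense CXXC domain solution (7 uM) → pin compounds or unlabeled HOX-A9 DNA control → 5 min ambient → add FLSN-HOX-A9 solution (50 nM) → spin → 30 min ambient → fluorescence polarization. Tris pH 7.5/NaCl/DTT/BSA buffer.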
A-T KAP1 phos = candidate therapy for ataxia-telangiectasia. […] A-T fibroblasts, KAP-1 phosphorylation AlphaLISA; neocarzinostatin DNA damage 30 min before lysis. Potency, µM (titrated, usually from 57.5 µM), inactives show top-dose activation, actives largely listed as activators. hit rate 0.19% among 320,000; further: potency means the concentration at half of the fitted maximal effect; % of control where 0% means no effect; nearly all actives have a fitted effect of over 45% in size
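hTERT-immortalized A-T patient fibroblasts ([…]), 500 cells/well in OPTI-MEM, 1% FBS, got compounds for 60 min, then NCS for 30 min at 37C. Lysates were then assayed for phospho-KAP-1 by AlphaLISA (anti-pKAP1 donor, anti-KAP1 acceptor beads), 6 hr at 25C.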
Integrin act MD = activators of alpha7 integrin expression for muscular dystrophy. alpha7betagal myoblasts, beta-gal FDG fluorescence, 48 h. Potency, µM (highest dose often 38.3 µM), inactives show top-dose activation, usual class: activators. hit rate 0.064% among 350,000;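 further: potency means the concentration at half of the fitted maximal effect; 100% = response of the positive control SU9516; nearly all actives have a fitted effect of over 60% in size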
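alpha7betagal+/- myoblasts (passage 13, 250/well) treated 48 h at 37C with compounds at 1:260 dilution of DMSO stock. Lysed, then beta-galactosidase activity read as FDG fluorescence (ex 480/em 540) after 30 min, with pre-read for autofluorescence.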
FBPA coupling cs = counter-screen for Giardia aldolase inhibitors: coupling enzyme system | coupling enzyme system counterscreen, AmpLite Red fluorescence | activity change, negative = inhibition, % at 58.2 µM, hits read low | hit rate 0.67% among 290,000; in the data active means activity change below about -30%; further: on the % scale 0 is the no-effect control and ±100 the full control effect
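Counterscreen of the coupled detection system alone, without aldolase: glyceraldehyde-3-phosphate coupling enzymes plus AmpLite Red readout. Compounds at 57.5 uM final, 10 min RT preincubation, 20 min RT reaction, fluorescence 525/598 nm.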
The depositor's hits bear a star; ? = inconclusive; / = no result given; & = joins results of further samples; [ ] = another dose, or the depositor's remark. Unless noted, the call rests on the fitted dose curve; in most records, active means well fitted curve in the direction sought with a large enough effect; inconclusive means small, poorly fitted or top-dose-only effect, or another doubt; inactive means no such curve, though single readings can be large; an effect the other way counts as inactive or inconclusive.

No.	Compound	MBNL1-CUG inh	ASM inhibitor	TRPV1 ag	KCNH2 3.1 block	KCNH2 WT inh	GALK inh	CXXC DNA block	A-T KAP1 phos	Integrin act MD	FBPA coupling cs
1	COc1ccc(CCN2CC(C(=O)N(C)CC(=O)Nc3ccc(Cl)c(C(F)(F)F)c3)CC2=O)cc1OC (configuration not stated)	/	-1.0%	2.7	3.0	-1.7	/	/	-7.7%	-18.0%	/
2	CCc1cc2cc(C(=O)Nc3ccc(C)cc3)sc2s1	?	-2.1%	-1.0	-23.1	-23.2	-3.3%	-0.2%	/	9.7%	-0.4
3	Cc1cc2oc(=O)cc(CN(C)Cc3ccccc3)c2cc1C(C)C	-7.1%	-8.7%	?	6.6	-2.0	-0.2%	2.5%	40.0%	-10.7%	0.9
4	CNC(=O)OCc1cccc(COC(=O)NC)n1	-0.3%	2.9%	0.1	13.0	3.9	7.3%	20.5%&6.9%	2.2%	-8.7%	1.1
5	CCC(C)(C(=O)NC1CCCC1)N(C(=O)CNC(=O)c1ccccc1)c1c(C)n(C)n(-c2ccccc2)c1=O (configuration not stated)	-9.6%	2.5%	-0.6	4.3	0.8	0.0%	3.2%	-1.9%	37.4%	-3.7
6	CCOc1ccc(C=NNC(=O)c2ccc(-n3cnnn3)cc2)cc1	/	-1.3%	/	-3.2	-1.9	/	/	-1.6%	19.5%	/
7	CC(c1ccccc1)N1CC(C(=O)NC2CCCC2)CC1=O (configuration not stated)	-7.2%	-0.8%	-0.4	2.4	7.7	2.4%	2.9%	2.6%	-0.2%	0.1
8	CCN(CC)C(=O)Cn1cc(C(=O)C(=O)N(CC)C2CCCCC2)c2ccccc21	-3.1%	-0.1%	1.0	5.1	-8.1	-7.2%	14.2%	6.7%	-10.5%	/
9	COc1ccc(NC(=O)/C(Cl)=C(/Cl)S(=O)(=O)Cc2ccc(C)cc2)cn1	-2.9%	-3.2%	6.1	6.1	-10.8	0.0%	0.9%	/	-45.1%[inhibitor]	0.5
10	C=CCNc1nc(C)nc(OC)n1	-9.6%	-0.5%	-1.4	-4.7	-10.2	2.3%	-1.7%	2.8%	0.0%	0.1
11	Cc1nc2cc(NC(=O)Nc3cccc(F)c3)ccc2n1C	-7.0%	-4.4%	0.2	-17.9	6.7	-0.6%	6.2%	?	27.1%	2.7
12	COCCCNC(=S)Nc1ccc(OC(F)F)cc1C	-2.2%	1.9%	-5.9	5.1	-6.3	1.1%	-10.2%	-2.9%	9.8%	-2.4
13	CC(=O)Nc1cc2ccccc2oc1=O	23.0%	0.1%	1.2	-5.7	-9.6	5.5%	6.0%	-0.1%	0.0%	5.2&-1.5
14	CCc1nnc(NC(=O)c2cc(-c3cccnc3)nc3ccccc23)s1	15.3%	-2.2%	-3.8	2.9	-1.1	10.5%	15.2%	-0.8%	-3.6%	1.3
15	CCOc1ccc2c(c1)C(=O)C(=O)N2CC1COc2ccccc2O1 (configuration not stated)	-7.4%	-9.4%	11.5	-3.3	5.8	2.4%	-12.6%	2.1%	-19.6%	0.2
16	Cc1cc2ccccn2c1C(C[N+](=O)[O-])c1ccc(N(C)C)cc1 (configuration not stated)	?	9.5%	13.0	-1.2	-5.4	2.2%	20.4%	-8.3%	-49.6%[inhibitor]	-6.4
17	CC(C)(C)NC(=O)CCCCCCCC(=O)NC(C)(C)C	-7.8%	1.0%	-0.2	-20.6	-1.1	2.3%	-11.3%	6.6%[11.5 µM]	?	0.9
18	COc1cc(OC)cc(C(=O)N[C@H](C(=O)NC2=NCCS2)C(C)C)c1	/	5.7%	/	-4.6	21.5	/	/	-8.8%	6.5%	/
19	O=[N+]([O-])c1ccc(N2CCC(O)CC2)nc1	/	-1.0%	-1.5	/	-0.7	1.8%	12.4%	-4.1%	22.5%	3.3
20	O=C(NCc1ccc(F)cc1)c1c(O)c2cccc3c2n(c1=O)CCC3	-0.2%	0.8%	-0.6	1.2	1.9	3.1%	1.2%	10.0%	4.5%	-1.1
21	O=C(Nc1ccc(N2CCCC2)cc1)c1ccc(Br)cc1	4.2%	-18.6%	?	-1.4	4.3	2.8%	?	-1.0%	-13.2%	-4.1
22	Cc1cccc(OCC(=O)NC(=S)NNC(=O)c2ccncc2)c1	0.6%	4.9%	-1.7	-7.6	-6.0	-2.3%	16.1%	6.6%	15.4%	/
23	CC(NC(=O)CN(C)CC(=O)Nc1ccccc1Br)c1ccccc1 (configuration not stated)	/	3.1%	?	23.2	-4.2	/	/	-1.0%	-9.3%	/
24	COc1ccc(C(=O)Nc2ncc(C)s2)cc1S(=O)(=O)N1CCCC1	?	-2.8%	3.4	2.5	4.2	-2.2%	-12.5%	13.0%	-12.1%	2.8
25	Cc1c(NS(=O)(=O)c2cccc(C(=O)N3CCCC3)c2)c(=O)n(-c2ccccc2)n1C	/	4.6%	/	-7.4	-9.4	/	/	0.2%	28.1%	/
26	CCOc1ccc(N2C(=O)/C(=C\c3ccccc3OC)S(=O)(=O)C2c2cccc([N+](=O)[O-])c2)cc1 (configuration not stated)	/	0.9%	-1.1	6.8	-7.7	1.4%	-1.9%	-10.1%	1.1%	1.3
27	COC(=O)CNS(=O)(=O)c1ccc(C)cc1	-7.0%	0.1%	-0.9	4.2	1.4	2.7%	21.8%	2.3%	28.1%	0.3
28	O=[N+]([O-])c1ccc(/C=N/NC(=S)Nc2ccccc2F)o1	?	-1.5%	-0.8	14.2	-0.3	-2.9%	-11.9%	5.5%	6.3%	-1.9
29	Cn1c(SCC(=O)Nc2ccc3cn[nH]c3c2)nnc1-c1cccs1	-1.0%	-3.1%	4.7	25.9	-11.9	-2.1%	2.5%	0.1%	-14.0%	-0.2
30	CC(=O)N(C(C)=O)n1c(/C=C/c2ccc([N+](=O)[O-])cc2)nc2ccccc2c1=O	?	8.8%	7.8	-22.3	4.5	-2.0%	8.9%	0.9%	-16.4%	-0.3
31	COc1ccccc1OCCC(=O)NCc1ccc2c(c1)OCO2	1.8%	2.6%	1.7	-7.4	-8.4	-0.7%	2.5%	3.9%	-29.1%	-0.3
32	COC(=O)c1ccccc1NC(=O)CSc1ncn[nH]1	-13.3%	0.9%	4.2	-9.2	-4.8	2.8%	-7.0%	0.0%	21.5%	-0.3
33	Cc1ccc(NC(=O)CN2CCC(Cc3ccccc3)CC2)cc1S(=O)(=O)N(C)C	2.1%	-2.4%	4.2	-30.1	49.2	8.0%	6.9%	-3.7%	-53.3%[inhibitor]	5.2
34	COc1ccc(/C=N/NC(=O)c2ccn[nH]2)cc1COc1ccc(F)cc1	11.4%	-18.2%	-8.6	18.3	-6.2	0.0%	-7.0%	1.9%	10.6%	3.6
35	O=C(O)c1ccccc1-c1ccccc1C(=O)NCc1cccc(C(F)(F)F)c1	-17.3%	12.2%	1.0	21.3	-8.9	5.4%	-4.4%	4.2%	11.3%	14.6
36	Fc1cccc(Cn2cc(C(=S)N3CCCCC3)c3ccccc32)c1	-0.5%	-4.4%	20.2	-35.2	-7.7	-2.8%	18.9%	18.6%	-35.3%	-1.8
37	CC(C1CC1)N(Cc1ccccc1)C(=O)NC(=O)c1ccc(F)cc1 (configuration not stated)	-8.6%	-5.3%	3.1	0.2	7.9	-0.8%	0.8%	0.9%	-13.7%	-0.2
38	COc1ccccc1C(=O)NC(=O)COC(=O)Cc1ccc(F)cc1	/	2.7%	0.0	-10.3	-10.5	/	/	4.4%	?	/
39	CCN1CCc2c(C#N)c(N3CCCCC3)nc(N3CCOCC3)c2C1	11.0%	38.5%[activator]	2.7	20.0	21.4	4.2%	21.0%	-2.0%	7.5%	-9.2
40	CCCN(C(=O)c1cccc(-n2cccc2)c1)c1c(N)n(Cc2ccccc2)c(=O)[nH]c1=O	/	-0.6%	0.0	-12.8	1.7	/	/	12.1%	?	/
41	CCCOc1cccc(C2C(C(=O)c3ccc(C)o3)=C(O)C(=O)N2CCN2CCOCC2)c1 (configuration not stated)	77.8%[activator]	-0.5%	-0.3	-8.4	-1.0	1.0%	4.7%	-6.3%	0.0%	-0.3
42	Cc1ccc(NC(=O)CSc2nc3c(cc2C#N)C(=O)CCC3)cc1S(=O)(=O)N(C)C	?	-6.1%	-1.0	6.9	39.5	-2.1%	4.7%	5.6%	-11.1%	-1.9
43	COc1cccc(OCC(O)CN2CCN(c3ccccc3)CC2)c1 (configuration not stated)	-12.9%&-10.2%	1.3%&5.0%	0.3&1.8	1.8&3.9	-6.1&12.8	-1.3%&-1.2%	21.6%&-8.7%	-10.0%&-4.4%	4.3%&8.6%	3.1&-0.6
44	COc1ccccc1C(=O)CSc1nnc(-c2ccco2)o1	-4.1%	1.5%	-1.3	6.4	-4.8	1.7%	-2.8%	-1.1%	-18.6%	-1.7
45	Cc1ccc(C(=O)NC(C#N)=C(Cl)Cl)cc1	-11.0%	1.1%	2.0	-0.4	-0.7	2.9%	-18.6%	-16.0%	-75.4%[inhibitor]	1.3
